ZTA DNA inh – blocks Epstein-Barr virus ZTA, an EBNA-1 counter-screen; P03206; ZTA-DNA binding, fluorescence polarization; inhibition, % at 11 µM; 320,000 compounds, 0.15% hits; AID 2234; in the data active = inhibition above about 33%
PP1 counter – counter-screen for PP5 inhibitors: inhibitors of human PP1-alpha; P62136; purified PP1alpha, OMFP fluorescence; inhibition, % at 6.7 µM; 320,000 compounds, 0.9% hits; AID 2235;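 active = inhibition above the mean inhibition of all tested compounds plus 3 SD, computed separately for each screening campaign, cut at about 15% in these data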
Target sequence (P62136 whole entry, looked up): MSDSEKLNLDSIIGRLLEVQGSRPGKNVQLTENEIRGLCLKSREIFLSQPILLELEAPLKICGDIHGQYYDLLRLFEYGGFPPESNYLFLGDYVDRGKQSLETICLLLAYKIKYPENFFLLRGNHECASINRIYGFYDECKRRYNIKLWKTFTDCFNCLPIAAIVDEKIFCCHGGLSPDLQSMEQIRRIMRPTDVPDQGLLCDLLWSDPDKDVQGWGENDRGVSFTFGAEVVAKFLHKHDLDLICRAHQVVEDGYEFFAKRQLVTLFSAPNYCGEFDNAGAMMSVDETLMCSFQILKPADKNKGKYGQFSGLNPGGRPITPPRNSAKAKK
EBNA-1 inhibitor – blocks EBNA-1 binding to DNA; inhibition, % at 14.8 µM; 300,000 compounds, 0.34% hits; AID 1950; EBNA-1 DNA binding, fluorescence polarization; in the data active = inhibition above about 28%
HCV core dimer – blocks dimerization of HCV core protein | TR-FRET GST/Flag-core106 dimerization, 1536-well | inhibition, % at 5 µM | 300,000 compounds, 0.33% hits | AID 1899;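 active = inhibition above the mean of all tested compounds plus 3 SD, set per screening campaign, cut at about 45% in these data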
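Assay system: GST-tagged and Flag-tagged HCV core protein residues 1-106 / Times: compound-protein-antibody incubation 4 h at 22.5 °C / Signal: time-resolved FRET, ex 340 nm, em 617 and 671 nm / Evaluation: % inhibition based on acceptor/donor emission ratio / Benchmarks: wells lacking GST-core106 and wells with excess unlabelled core106 / Repeats: singlicate, one well per compound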
Efflux pump inh – blocks antifungal efflux pumps in multiplex yeast assay; S. cerevisiae Candida pump triplex, Nile Red efflux; inhibition, % at 10 µM; 330,000 compounds, 0.44% hits; AID 485275;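 active = plate passing quality check with inhibition over a set limit, or well fluorescence over plate mean plus 4 SD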;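 also: Nile Red retained in pooled yeast measured as flow cytometry median fluorescence; 0% = buffer negative control and 100% = Enniatin B positive control; higher means more Nile Red kept so more efflux inhibition; some compounds called inactive have numbers as strong as hits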
TPT1 inhibitor – C. albicans TPT1 enzyme inhibition; recombinant caTPT1, FP RNA substrate dephosphorylation; inhibition, % at 5 µM; 300,000 compounds, 0.81% hits; AID 1962;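 active = inhibition above the mean of all tested compounds plus 3 SD, set per screening campaign, cut at about 24% in these data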;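 also: plate controls were DMSO alone for no effect and ferristatin control at 100 nM for full effect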
Fh CTSL1 inh – blocks F. hepatica cathepsin L1 in PFM18AAP counter-screen | recombinant F. hepatica cathepsin L1, Z-Leu-Arg-MCA fluorescence | inhibition, % at 5.96 µM | 300,000 compounds, 0.49% hits;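 active = inhibition above the mean of all tested compounds plus 3 SD, set per screening campaign, cut at about 17% in these data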;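 also: 0% = plate median of test compound wells and 100% = 1 µM Z-Phe-Ala-diazomethylketone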
PREPL inh – human PREPL enzyme inhibition; inhibition, % at 5.96 µM; Q4J6C6; 320,000 compounds, 0.68% hits; recombinant PREPL, fluorescence polarization activity-based probe; AID 2751; in the data active = inhibition above about 43%;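 also: 0% = enzyme with DMSO and 100% = wells lacking enzyme; many of its hits are not listed in these tables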
Target sequence (Q4J6C6 whole entry, looked up): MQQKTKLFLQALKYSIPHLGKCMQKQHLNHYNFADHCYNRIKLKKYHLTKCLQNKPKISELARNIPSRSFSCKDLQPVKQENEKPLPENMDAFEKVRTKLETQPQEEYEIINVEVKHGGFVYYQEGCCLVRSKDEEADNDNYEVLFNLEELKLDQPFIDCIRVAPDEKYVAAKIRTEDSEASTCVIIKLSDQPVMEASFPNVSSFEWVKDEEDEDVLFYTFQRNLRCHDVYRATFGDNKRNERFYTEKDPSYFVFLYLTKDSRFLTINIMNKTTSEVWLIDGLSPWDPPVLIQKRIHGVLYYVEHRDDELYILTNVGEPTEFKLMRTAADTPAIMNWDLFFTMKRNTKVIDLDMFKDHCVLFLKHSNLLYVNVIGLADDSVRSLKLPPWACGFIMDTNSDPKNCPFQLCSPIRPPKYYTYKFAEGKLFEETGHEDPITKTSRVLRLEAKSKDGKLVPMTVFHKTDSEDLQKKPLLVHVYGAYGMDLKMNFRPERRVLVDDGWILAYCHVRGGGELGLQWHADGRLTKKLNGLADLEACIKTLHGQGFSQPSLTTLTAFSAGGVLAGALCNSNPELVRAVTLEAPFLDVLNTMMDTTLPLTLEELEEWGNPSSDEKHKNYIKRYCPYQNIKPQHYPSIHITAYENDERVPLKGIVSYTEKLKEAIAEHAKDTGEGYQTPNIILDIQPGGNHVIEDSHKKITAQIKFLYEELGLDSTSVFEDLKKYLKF
PP5 inh – blocks human protein phosphatase 5 activity. P53041. purified PP5c, OMFP substrate fluorescence. inhibition, % at 6.7 µM. 320,000 compounds, 0.18% hits;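 active = inhibition above the campaign's mean inhibition across all tested compounds plus 3 SD, cut at about 9.5% in these data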;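 also: 0% = DMSO only and 100% = 100 µM cantharidin control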
Active calls of the source: *; . = no result given; & = joins results of further samples. Some of the compounds tested; the hit share may differ from the screen's.

SMILES	ZTA DNA inh	PP1 counter	EBNA-1 inhibitor	HCV core dimer	Efflux pump inh	TPT1 inhibitor	Fh CTSL1 inh	PREPL inh	PP5 inh
COc1ccc(C(=O)N2CCN(S(=O)(=O)c3ccc(C)cc3)CC2)cc1S(=O)(=O)N1CCOCC1	-10	0	8	5	0.1	1	2	1	-0.2
COC(=O)c1cc(Cl)cc2c(C)c(C3(O)CCCCC3)[nH]c12	-11	4	-2	-14	-0.3	-3	3	10	6.5
Cc1cccc(NC(=S)N(Cc2cccs2)Cc2cc3cc(C)cc(C)c3[nH]c2=O)c1	3	1	3	10	-0.3	1	2	7	-1.8
Cc1c(Cl)cccc1NC(=O)CNc1cccc(S(=O)(=O)N(C)C)c1	11	-3	-1	1	-0.3	-1	5	20	1.8
COc1cc2c(cc1C1C(C#N)=C(N)OC3=C1C(=O)CC(C)(C)C3)OCO2 (centres undefined)	3	0	6	2	-0.1	1	1	0	0.2
Cc1ccc(OCc2ccc(C(=O)Nc3ccc(S(N)(=O)=O)cc3)o2)cc1	3	3	5	3	-0.1	0	-1	-12	-0.7
COc1ccccc1NCC(=O)N/N=C(\C)c1ccc(Br)s1	7	0	4	43	-0.3	-5	-1	6	3.0
O=S(=O)(NCC(c1ccco1)N1CCc2ccccc21)c1ccccc1 (centres undefined)	-13	-2	-16	2	0.4	-1	-5	-27	0.9
CC1CCN(c2ccc3nnc(CCC(=O)Nc4cccc(F)c4)n3n2)CC1	7	1	13	4	-0.1	0	5	-1	-0.1
O=C1c2ccncc2C(=O)N1Cc1cccc(Cl)c1	-2	-4	4	4	-0.1	-3	-2	11	-0.6
CC1(N2CCOCC2)CC2(O)C(=[N+]1[O-])CCc1c2no[n+]1[O-] (centres undefined)	0	-1	-1	1	-0.1	-4	-4	8	-0.4
Cc1c2cnn(CC(=O)Nc3c(F)c(F)cc(F)c3F)c(=O)c2c(C)n1Cc1ccccc1F	-11	5	-5	55*	0.4	2	1	4	-1.2
O=c1cc(CO)[nH]cc1OCc1ccccc1	-3	-4	1	3	-0.1	-2	1	-5	1.2
CCCCn1cnc2c1c(=O)[nH]c(=O)n2CCCC	11	0	-9	-3	0.0	-8	4	4	2.2
Nc1nc(NCC2CCCO2)nc(Nc2cccc(F)c2)c1[N+](=O)[O-] (centres undefined)	-9	-1	-4	-7	-0.1	0	16	7	0.3
Cc1cccc(C(=O)NNC(=O)c2ccccc2Br)c1	8	4	6	15	0.0	1	-2	2	-3.8
COCCn1c(C)cc(C(=O)CSc2nnnn2C2CCCC2)c1C	-5	-1	.	.	-0.2	.	.	3	0.7
CNc1sc(C(=O)c2cccs2)c(N)c1-c1nc2ccccc2s1	5	8	-4	38	0.1	13	2	18	1.7
COc1ccc(CC(=O)Nc2ccc3c(c2)OCO3)cc1S(=O)(=O)N1CCOCC1	-4	-2	4	-3	0.0	-4	2	18	-0.6
Cc1cc(CNCc2c(C(=O)N3CCCCCCC3)nc3ccc(Cl)cn23)nn1C	10	-3	2	2	0.0	-1	3	2	-0.5
O=C(c1ccco1)N1CCN(C(=O)c2ccc(COc3ccc4c(c3)CCC4)o2)CC1	7	-1	2	8	0.2	-5	1	13	0.8
COc1ccc(Br)cc1CNC(=O)C1CCN(S(=O)(=O)N2CCCCC2)CC1	-3	2	6	3	-0.1	0	-1	-4	1.8
CCSc1nc2ccccc2[nH]1	5&-14	-7&-3	-1&0	-4&-4	-0.2&-0.2	-1&-3	2&-1	14&16	-4.0&0.1
CC(=O)OCc1c(C(F)(F)F)nn(C)c1Sc1ccccc1	6	2	2	1	0.0	1	0	-7	1.3
CC(C)NC(=O)CC(=O)N/N=C/c1c(F)cccc1Cl	3	0	12	1	-0.1	0	-3	-6	0.6

Arranged by heavy-atom count (ascending): some entries from above
SMILES	ZTA DNA inh	PP1 counter	EBNA-1 inhibitor	HCV core dimer	Efflux pump inh	TPT1 inhibitor	Fh CTSL1 inh	PREPL inh	PP5 inh
CCSc1nc2ccccc2[nH]1	5&-14	-7&-3	-1&0	-4&-4	-0.2&-0.2	-1&-3	2&-1	14&16	-4.0&0.1
CCCCn1cnc2c1c(=O)[nH]c(=O)n2CCCC	11	0	-9	-3	0.0	-8	4	4	2.2
CC(C)NC(=O)CC(=O)N/N=C/c1c(F)cccc1Cl	3	0	12	1	-0.1	0	-3	-6	0.6
CC1(N2CCOCC2)CC2(O)C(=[N+]1[O-])CCc1c2no[n+]1[O-] (centres undefined)	0	-1	-1	1	-0.1	-4	-4	8	-0.4
CNc1sc(C(=O)c2cccs2)c(N)c1-c1nc2ccccc2s1	5	8	-4	38	0.1	13	2	18	1.7
Nc1nc(NCC2CCCO2)nc(Nc2cccc(F)c2)c1[N+](=O)[O-] (centres undefined)	-9	-1	-4	-7	-0.1	0	16	7	0.3
O=S(=O)(NCC(c1ccco1)N1CCc2ccccc21)c1ccccc1 (centres undefined)	-13	-2	-16	2	0.4	-1	-5	-27	0.9
Cc1ccc(OCc2ccc(C(=O)Nc3ccc(S(N)(=O)=O)cc3)o2)cc1	3	3	5	3	-0.1	0	-1	-12	-0.7
CC1CCN(c2ccc3nnc(CCC(=O)Nc4cccc(F)c4)n3n2)CC1	7	1	13	4	-0.1	0	5	-1	-0.1
COc1ccc(CC(=O)Nc2ccc3c(c2)OCO3)cc1S(=O)(=O)N1CCOCC1	-4	-2	4	-3	0.0	-4	2	18	-0.6
O=C(c1ccco1)N1CCN(C(=O)c2ccc(COc3ccc4c(c3)CCC4)o2)CC1	7	-1	2	8	0.2	-5	1	13	0.8
Cc1c2cnn(CC(=O)Nc3c(F)c(F)cc(F)c3F)c(=O)c2c(C)n1Cc1ccccc1F	-11	5	-5	55*	0.4	2	1	4	-1.2

Later entries:
SMILES	ZTA DNA inh	PP1 counter	EBNA-1 inhibitor	HCV core dimer	Efflux pump inh	TPT1 inhibitor	Fh CTSL1 inh	PREPL inh	PP5 inh
COc1cccc(/C=C/C(=O)OC(C)C(=O)Nc2c(C)n(C)n(-c3ccccc3)c2=O)c1 (centres undefined)	2	-2	3	1	-0.1	2	-1	4	-0.9
CCOC(=O)C1CCCN(C(=O)c2csc(-c3ccc4c(c3)CCO4)n2)C1 (centres undefined)	-10	-3	1	4	-0.1	-1	0	-6	-0.9
CC(=O)/C(C[N+]1(C)CCCCC1)=N\O	0	-5	11	-1	0.0	0	-1	-4	0.5
O=C(C1CC1)N1N=C(c2ccc(Cl)cc2)CC1(O)C(F)(F)F (centres undefined)	6	5	-15	-4	0.2	0	-3	-1	-5.7
CSc1ccccc1NC(=O)CSCc1ccccc1Br	12	1	9	2	0.0	-6	3	-3	0.6
COc1ccc(/C=c2\s/c(=C(/C#N)C(=O)NCc3ccco3)n(-c3ccccc3)c2=O)cc1	4	-2	14	58*	0.7*	0	2	3	-3.0
COc1ccc(-c2noc(-c3ccccc3C(=O)Nc3cccnc3)n2)cc1	10	-3	-13	16	-0.1	1	0	8	3.1
COc1ccc2nc(SCCC(=O)O)cc(C)c2c1	-1	-8	0	1	0.0	2	-3	0	-1.9
Cc1ccc(NC(=O)C2C3C=CC4(O3)C2C(=O)N(CCCN2CCCCC2)C4C(=O)NC2CCCCC2)cc1Cl (centres undefined)	-8	-4	5	10	-0.1	0	1	34	0.0
COc1ccc(-c2ccc(/C=N/NC(=O)Cc3nnc(N)s3)o2)cc1Cl	10	0	-1	8	0.0	9	7	16	-0.5
O=C(COc1cc(F)ccc1[N+](=O)[O-])Nc1cccc(Br)c1	-16	-8	-2	6	-0.3	-3	9	-22	0.0
COc1ccc(CCNC(=O)COC(=O)c2cc(OC)c(OC)cc2OC)cc1OC	8	-3	9	-2	0.1	-2	-3	-1	3.1
CC1Cc2ccccc2N1C(=O)c1ccnc(C(C)(C)C)c1 (centres undefined)	-11	1	0	3	0.2	-1	-2	4	0.5
CCCCNC(=O)Cn1c(=O)c2c(ncn2CCC(C)C)n(Cc2ccccc2)c1=O	0	2	9	-16	-0.1	-4	6	24	-0.3
Cc1onc(-c2ccccc2Cl)c1C(=O)OCC(=O)N1CCCc2ccccc21	-2	3	3	12	-0.1	-1	6	-3	2.4
CCCCCC(=O)N[C@@H](c1ccccc1)[C@@H](O)C(=O)O[C@H]1C[C@@]2(O)[C@@H](OC(=O)c3ccccc3)C3[C@](C)(C(=O)[C@H](OC(C)=O)C(=C1C)C2(C)C)[C@@H](O)C[C@H]1OC[C@@]31OC(C)=O (some centres undefined)	1	5	10	5	0.7	-4	6	18	4.3
CN(c1ccccc1)S(=O)(=O)c1ccc(Cl)c(C(=O)Nc2nn[nH]n2)c1	-10	0	3	-6	0.0	-3	-2	14	-1.9
CCOC(=O)N1CCN(CC(O)COc2ccc(C)cc2C(C)(C)C)CC1 (centres undefined)	18	2	-4	-6	0.0	-2	1	8	2.4
O=C(OCc1ccccc1)c1cc(S(=O)(=O)N2CCCCC2)ccc1N1CCOCC1	-5	-1	4	8	0.0	-3	1	7	-0.2
COc1ccccc1OCCC(=O)OCC(=O)NCc1ccccc1	22	0	-3	2	-0.1	0	-36	3	-2.4
Brc1ccc(CSc2nnc3ccccn23)cc1	-3	0	4	2	0.1	-2	-1	-8	0.0
CC(C)[C@H](NC(=O)N1c2ccccc2NC(=O)[C@@H]1C(C)C)C(=O)N[C@@H](Cc1c[nH]c2ccccc12)C(=O)O	-12	-1	0	-1	0.1	-3	7	4	3.2
Cc1[nH]n(-c2ccc([N+](=O)[O-])cc2)c(=O)c1C=NCCN1CCN(C(=O)c2ccc(Br)cc2)CC1	7	7	-17	3	0.0	1	4	6	3.1
Cc1ccc(NC(=O)CSc2nc3ccccc3c3nc4ccccc4n23)cc1	13	7	-8	8	-0.1	0	-3	-2	-1.6
CCOc1ccc(NC(=O)CCc2c(C)nn(-c3ccc(N4CCCCC4)nn3)c2C)cc1	7	-1	-4	9	-0.1	-1	7	9	4.2
SMILES	ZTA DNA inh	PP1 counter	EBNA-1 inhibitor	HCV core dimer	Efflux pump inh	TPT1 inhibitor	Fh CTSL1 inh	PREPL inh	PP5 inh
C#CCOCCOCCOCCNc1nc(N2CCN(C(=O)CCCCCCCCCCNC(=O)[C@@H](CCSC)n3cc(CCO)nn3)CC2)nc(N2CCN(C(=O)CCCCCCCCCCNC(=O)[C@@H]([C@H](C)O)n3cc(C)nn3)CC2)n1	6	6	4	18	0.3	-1	4	9	1.3
CCN1CCc2nc(N)oc2CC1	7	-2	6	6	-0.1	-3	-2	-6	2.6
Cc1nc2ccc(C(=O)O)cc2c2c1CC(C)S2 (centres undefined)	6	5	-4	-1	-0.1	3	-1	1	0.7
COc1ccc(-n2nnnc2SCC(=O)NCCc2ccccc2)cc1OC	-1	2	-12	4	0.2	-2	-7	-17	0.6
Nc1cc(OC(=O)c2cccs2)nn1S(=O)(=O)c1ccc(F)cc1	-10	-4	-9	0	0.0	-1	-28	6	0.6
COc1ccc(-c2nnn(CC(=O)NC3CCCc4ccccc43)n2)cc1OC (centres undefined)	-9	-2	-5	2	0.0	-2	0	-7	1.3
Cc1cc(C(=O)Cn2nnc(-c3ccc(Cl)cc3)n2)c(C)n1-c1ccccc1	10	1	2	9	0.0	-1	2	-1	1.2
CC(C)c1ccc(N(CC(=O)NCCc2ccccc2)C(=O)c2csnn2)cc1	-1	-1	0	-1	0.0	-1	4	-10	2.4
O=C(C1=C(O)C(=O)N(c2ncccn2)C1c1ccc(Cl)c(Cl)c1)c1ccco1 (centres undefined)	10	6	9	5	-0.1	28*	1	-5	0.6

Assay outcomes deposited in PubChem by several laboratories.
